Screening data from PubChem BioAssay.
hERG protect = shields human hERG channel from block by proarrhythmic agents; CHO-hERG, FluxOR thallium flux, dofetilide IC70 present; activation (rescue from dofetilide block), less the hit threshold, % at 10 µM; 310,000 tested, 0.51% active; AID 1511;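 active = activation above the mean of controls blocked by dofetilide plus 5 SD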;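 also: thallium influx through hERG after potassium depolarization seen as dye fluorescence rise; in these data hits start at about 4.7%; inactives centre near -7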
TRPC4 agonist = opens the mouse TRPC4 cation channel; HEK293 TRPC4beta/mu-opioid, Fluo4 calcium fluorescence; stronger effect = higher value; 310,000 tested, 0.49% active; Q9QUQ5; B-score at 10 µM; AID 2237;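 active = B-score above 5 SD of library B-scores, and initial fluorescence ratio not above library mean plus 5 SD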;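 also: positive B-score marks a calcium rise read as TRPC4 activation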
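Incubation: 45 min room-temperature Fluo4 loading, 110 s read / System: HEK293 cells stably co-expressing mouse TRPC4beta and mu-opioid receptor / Signal: Fluo4 fluorescence, kinetic / Control set: buffer (low) and maximal DAMGO (high) / Measure: integrated baseline-normalised fluorescence ratio, converted to per-well B score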
KCNQ1 inh = human KCNQ1 channel inhibition; P51787; CHO-K1 KCNQ1, FluxOR thallium flux fluorescence; stronger effect = higher value; B-score at 10 µM; 310,000 tested, 1.3% active; AID 2642;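 active = compounds whose thallium flux B-score, printed positive for inhibition, exceeds three library SD while starting fluorescence stays within three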;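 also: channel opened by potassium depolarization with thallium stimulus after 20 min compound exposure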
Target sequence (P51787 whole entry, looked up): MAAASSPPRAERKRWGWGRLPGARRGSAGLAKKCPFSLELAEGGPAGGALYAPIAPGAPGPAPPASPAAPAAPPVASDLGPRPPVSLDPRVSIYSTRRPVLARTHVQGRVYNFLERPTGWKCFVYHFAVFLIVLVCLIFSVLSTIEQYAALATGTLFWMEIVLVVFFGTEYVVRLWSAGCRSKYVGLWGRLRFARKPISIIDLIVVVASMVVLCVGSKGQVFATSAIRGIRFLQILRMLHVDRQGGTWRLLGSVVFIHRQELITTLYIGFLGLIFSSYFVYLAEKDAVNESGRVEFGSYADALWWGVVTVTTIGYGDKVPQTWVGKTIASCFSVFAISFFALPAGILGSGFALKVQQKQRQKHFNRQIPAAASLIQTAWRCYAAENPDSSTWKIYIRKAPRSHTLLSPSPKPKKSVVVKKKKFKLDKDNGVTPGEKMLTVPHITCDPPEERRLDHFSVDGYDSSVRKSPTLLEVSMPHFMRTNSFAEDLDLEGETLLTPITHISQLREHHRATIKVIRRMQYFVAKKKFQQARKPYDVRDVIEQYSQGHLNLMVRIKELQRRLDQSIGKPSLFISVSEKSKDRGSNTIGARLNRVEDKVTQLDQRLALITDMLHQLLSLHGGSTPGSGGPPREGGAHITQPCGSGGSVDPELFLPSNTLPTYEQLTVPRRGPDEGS
TRPC4 inh = inhibitors of mouse TRPC4 channel; Q9QUQ5; HEK293 TRPC4beta/mu-opioid, DAMGO-evoked Fluo4 calcium flux; stronger effect = lower value; B-score at 10 µM; 300,000 tested, 0.39% active;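 active = B-score over 3 SD under the library average, no early fluorescence shift, positive overall ratio signal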
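Assay system: Stable TRPC4beta/mu-opioid receptor HEK293 cells | Reagent: DAMGO in two steps, submaximal then maximal | Compound dosing: Single concentration per test compound | Signal: Fluo4 Ca2+ flux fluorescence | Evaluation: Per-well B score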
KCNK9 inh = human KCNK9 channel inhibition. AID 488922. HEK293 KCNK9, FluxOR thallium flux fluorescence; stronger effect = lower value. B-score at 10 µM. 310,000 tested, 1.2% active;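 active = ratio B-score over 3 SD below the library mean, with starting fluorescence within 5 SD of its mean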;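 also: negative B-score means less thallium flux so channel inhibition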
Target sequence (Q9NPC2 whole entry, looked up): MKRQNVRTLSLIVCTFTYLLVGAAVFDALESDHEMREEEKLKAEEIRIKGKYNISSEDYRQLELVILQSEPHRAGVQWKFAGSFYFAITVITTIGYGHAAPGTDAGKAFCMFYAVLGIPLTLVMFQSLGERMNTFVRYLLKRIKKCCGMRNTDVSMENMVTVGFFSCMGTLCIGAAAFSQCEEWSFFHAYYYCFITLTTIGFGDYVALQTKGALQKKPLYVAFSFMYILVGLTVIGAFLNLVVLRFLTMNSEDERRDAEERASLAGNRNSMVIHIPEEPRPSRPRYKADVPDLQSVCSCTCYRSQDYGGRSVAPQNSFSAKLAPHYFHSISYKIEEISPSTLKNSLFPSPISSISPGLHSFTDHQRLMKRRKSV
TRPC4 potent = TRPC4 (mouse) allosteric potentiation. Q9QUQ5. HEK293 TRPC4beta/mu-opioid, DAMGO EC20, Fluo-4 Ca2+ flux; stronger effect = higher value. B-score at 10 µM. 310,000 tested, 0.42% active. AID 2227;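 active = B-score of calcium response area above 5 SD of library B-scores, with initial fluorescence ratio within 5 SD of library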;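 also: B-score of integrated fluorescence ratio over time as area under calcium response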
Platelet DG rel = modulates dense granule release in human platelets. human platelet-rich plasma, SFLLRN dense granule ATP release, luminescence. inhibition, %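 (compounds screened at 7.5 µM in platelet-rich plasma)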. 300,000 tested, 0.22% active. AID 1663;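 active = mean replicate score, as percent of positive control, at or above 50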
KCNK3 block = human KCNK3 channel inhibition, primary screen. CHO-KCNK3 thallium flux, FluxOR fluorescence; stronger effect = lower value. AID 602410. B-score at 10 µM. 340,000 tested, 0.84% active;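 active = B-score under library mean minus 4 SD, starting fluorescence ratio at most library mean plus 5 SD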;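 also: more negative B-score means stronger inhibition of thallium flux through KCNK3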
PolyA inhibitor = inhibitors of polyadenylation in S. cerevisiae | S. cerevisiae SKY197-pL101 polyadenylation reporter, beta-gal luminescence; efflux-impaired pdr1/pdr3 knockout yeast; score 100 = 6 SD above DMSO | AID 1875 | calls only at 12 µM | 300,000 tested, 0.02% active;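 active = lowest replicate activity score at least 50, where 100 means six control SD above control mean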;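 also: yeast exposed to compound for 9 h at 30 °C; higher score means more reporter readthrough which indicates perturbed polyadenylation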
DYRK1A inh = blocks rat Dyrk1A kinase activity. 310,000 tested, 0.43% active. ADP-Glo luminescence, NFATc1 peptide. inhibition, % at 12.5 µM. AID 504441; in the data active = inhibition above about 50%;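 also: plate controls were vehicle with enzyme for no effect and no enzyme for full effect; many of its hits are not listed in these tables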
KCNQ1 pot = human KCNQ1 channel potentiation or activation. P51787. CHO-K1 KCNQ1, thallium flux FluxOR fluorescence; stronger effect = higher value. B-score at 10 µM. 310,000 tested, 0.35% active;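 active = fluorescence ratio B-score, a plate-corrected score, at least three library SD, with initial intensity B-score within 5 SD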
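System: Stable KCNQ1 CHO-K1 line | Incubation: 90 min dye loading and 20 min compound exposure, both at room temperature | Measure: Ratio B score | Medium: Assay buffer for compound exposure, DMSO matched across wells | Compound dosing: Single-concentration screen | Probe or stimulus: K+/Tl+ depolarizing stimulus | Measured by: Kinetic FluxOR fluorescence, 10 s baseline plus 110 s post-stimulus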
Active calls of the source: *; i = inactive; nt = no result given.

SMILES	hERG protect	TRPC4 agonist	KCNQ1 inh	TRPC4 inh	KCNK9 inh	TRPC4 potent	Platelet DG rel	KCNK3 block	PolyA inhibitor	DYRK1A inh	KCNQ1 pot
CN1C=CC2=C(C#N)C(N)C(C#N)(C#N)C(c3ccccc3)C2C1 (stereo unspecified)	-21	i	i	i	i	i	4	i	i	6	i
CCOc1ccc(NC(=O)c2ccc(NC(=O)CN3C(=O)C(=O)N(CC(C)C)C3=O)cc2)cc1	-2	i	i	i	i	i	-1	i	i	5	i
Cn1ncc([N+](=O)[O-])c1C(=O)Nc1ccccc1	1	i	i	i	i	i	21	i	i	1	i
COC(=O)C1=C(O)CSC1=Nc1ccccc1	-9	i	i	i	i	i	-3	i	i	-3	i
CCOc1ccc(NC(=O)CN(C)S(=O)(=O)c2cnc[nH]2)cc1	-15	i	i	i	i	i	2	i	i	-1	i
CCN1C(=O)[C@H]2[C@H]3[C@H](O)[C@H](O)C/C(=N\OC[C@@H](C)[C@H](OCc4ccccc4)C(C)C)[C@@H]3CC[C@H]2C1=O	-10	i	i	i	i	i	4	nt	i	nt	i
CC1CCCC(C)N1C(=O)c1cc2ncc(CCCl)cn2n1 (stereo unspecified)	-4	i	i	i	i	i	4	i	i	3	i
O=C(CSc1ccc(-c2ccc(-n3cccn3)cc2)nn1)Nc1ccc([N+](=O)[O-])cc1	-18	i	i	i	i	i	6	i	i	4	i
CC(=O)c1ccc(S(=O)(=O)N(CCCO)Cc2cc3cc(C)ccc3[nH]c2=O)cc1	-6	i	i	i	i	i	-7	i	i	-2	i
CC(C)Cc1nnc(NC(=O)CCC(=O)NC2CCCCCC2)s1	-8	i	i	i	i	i	1	i	i	3	i
Cc1cccc(N2CCN(S(=O)(=O)c3ccc4c(c3)CCN4C(=O)CCC(=O)O)CC2C)c1 (stereo unspecified)	-7	i	i	i	i	i	-3	i	i	4	i
O=C(CSc1ccc2nnc(-c3ccccn3)n2n1)Nc1ccccc1F	-9	i	i	i	i	i	0	i	i	-4	i
COc1cc(C(=O)NCCC(=O)NC(C)C)cc(OC)c1OC	-9	i	i	i	i	i	-9	i	i	nt	i
CCOC(=O)c1ccc(NC(=O)c2nc(SC)ncc2Cl)cc1	-1	i	i	i	i	i	3	i	i	0	i
Cc1ccc(/C=[N+](\[O-])c2ccccc2C)o1	-5	i	i	i	i	i	12	i	i	-6	i
CCOc1ccc(S(=O)(=O)NCCC(=O)N2CCCCCCC2)cc1	-4	i	i	i	i	i	-3	i	i	-4	i
Cc1cccc(C(=O)Nc2c(C(=O)N(C)C)cnn2-c2ccccc2)c1	1	i	i	i	i	i	-3	i	i	6	i
O=C(Cc1ccccc1)NCC(=O)N1CCCCCC1	-16	i	i	i	i	i	2	i	i	1	i
COc1cccc(CN2CCC(n3nccc3NC(=O)CCOc3ccccc3)CC2)c1	-11	i	i	i	i	i	4	i	i	-3	i
CC(=O)N1CCN(CCN=CC2=C(O)CC(c3ccco3)CC2=O)CC1 (stereo unspecified)	-6	i	i	i	i	i	9	i	i	0	i
COc1cccc(CC(NC(C)=O)C(=O)NC2CCN(S(=O)(=O)c3ccc(NC(C)=O)cc3)CC2)c1 (stereo unspecified)	-1	i	i	i	i	i	-6	i	i	3	i
O=C1/C(=C/c2ccc(O)cc2)CCc2ccc([N+](=O)[O-])cc21	-6	i	i	i	i	i	-9	i	i	-1	i
CCn1c(COc2ccccc2C)nnc1SCC(=O)CC(=O)Nc1ccccc1OC	-1	i	i	i	i	i	2	i	i	4	i
COc1cc([N+](=O)[O-])ccc1NC(=O)Cn1ccsc1=N	-22	i	i	i	i	i	0	i	i	13	i

Filtered by structure, the compounds so far containing an aryl methoxy group.
SMILES	hERG protect	TRPC4 agonist	KCNQ1 inh	TRPC4 inh	KCNK9 inh	TRPC4 potent	Platelet DG rel	KCNK3 block	PolyA inhibitor	DYRK1A inh	KCNQ1 pot
COc1cc(C(=O)NCCC(=O)NC(C)C)cc(OC)c1OC	-9	i	i	i	i	i	-9	i	i	nt	i
COc1cccc(CN2CCC(n3nccc3NC(=O)CCOc3ccccc3)CC2)c1	-11	i	i	i	i	i	4	i	i	-3	i
COc1cccc(CC(NC(C)=O)C(=O)NC2CCN(S(=O)(=O)c3ccc(NC(C)=O)cc3)CC2)c1 (stereo unspecified)	-1	i	i	i	i	i	-6	i	i	3	i
CCn1c(COc2ccccc2C)nnc1SCC(=O)CC(=O)Nc1ccccc1OC	-1	i	i	i	i	i	2	i	i	4	i
COc1cc([N+](=O)[O-])ccc1NC(=O)Cn1ccsc1=N	-22	i	i	i	i	i	0	i	i	13	i

Next structures
SMILES	hERG protect	TRPC4 agonist	KCNQ1 inh	TRPC4 inh	KCNK9 inh	TRPC4 potent	Platelet DG rel	KCNK3 block	PolyA inhibitor	DYRK1A inh	KCNQ1 pot
COC(=O)CN(C)C1CC(=O)N(c2ccc(Cl)cc2)C1=O (stereo unspecified)	-9	i	i	i	i	i	-5	i	i	-2	i
COc1ccc(CNC(=O)C2COc3ccccc3O2)cc1 (stereo unspecified)	-4	i	i	i	i	i	-7	i	i	0	i
Cc1ccc(C(=O)Oc2cccc(NC(=O)c3ccco3)c2)cc1S(=O)(=O)N1CCC(C)CC1	-13	i	i	i	i	i	-3	i	i	-5	i
Cc1cc(=O)oc2cc(OCCC[n+]3ccccc3)ccc12	-2	i	i	i	i	i	-8	i	i	nt	i
COC(=O)CS(=O)(=O)c1cc([N+](=O)[O-])ccc1NC(=O)OC	-20	i	i	i	i	i	7	i	i	-4	i
COC(=O)c1ccc(C)c(-n2c(=O)n(Cc3ccccc3)c(=O)c3[nH]cnc32)c1	-3	i	i	i	i	i	0	i	i	-1	i
CN(c1ccc(C(=O)NCCSC(C)(C)C)cc1)S(C)(=O)=O	-4	i	i	i	i	i	0	i	i	-1	i
COc1ccc(CNC(=O)c2cc(S(=O)(=O)N3CCCC3)cn2C)cc1	-8	i	i	i	i	i	21	i	i	-1	i
CCCCC(=O)N/N=C(\C)CC(=O)Nc1cc(Cl)ccc1OC	-3	i	i	i	i	i	5	i	i	-1	i
C/C(=N\NC(=S)Nc1cccc(C)c1)c1ccccc1	-4	i	i	i	i	i	-1	i	i	0	i
O=C(Cc1ccc(-n2cccc2)cc1)N1CCc2ccccc21	-7	i	i	i	i	i	-35	i	i	-6	i
COCCC(=O)N1CCC(Oc2ccc(C(=O)N3CCCC(CCCO)C3)cc2)CC1 (stereo unspecified)	-4	i	i	i	i	i	5	i	i	1	i
COc1ccc(C(=O)C(/C=N/O)=N/Nc2ccc(F)cc2)cc1	-9	i	10*	i	i	i	2	i	i	4	i
CCOc1ccc(CC(=O)Nc2ccc(-c3ccc4nnc(C)n4n3)cc2)cc1	-10	i	i	i	i	i	-7	i	i	4	i
CCOC(=O)c1cccc(NC(=O)CS(=O)(=O)Cc2nc(-c3cccc(OC)c3)oc2C)c1	-8	i	i	i	i	i	-6	i	i	-4	i
CCC(C)NC(=O)CSc1nnc(-c2ccncc2)n1-c1ccc(OC)cc1 (stereo unspecified)	0	i	i	i	i	i	-4	i	i	-2	i
CN(Cc1cccc(F)c1)CC(O)COCc1ccccc1Cl (stereo unspecified)	-10	i	i	-6*	i	i	3	i	i	-4	i
CC(C)=CCc1c2c(c3occ(-c4ccc(O)cc4)c(=O)c3c1O)C=CC(C)(C)O2	-8	i	i	i	i	i	-3	i	i	3	i
COc1ccc(N2CCC(CNC(=S)Nc3c(C)cccc3C)C2)cc1 (stereo unspecified)	-12	i	i	i	i	i	5	i	i	-2	i
CN(CC(=O)NCc1ccccc1)Cc1cccc(F)c1	-5	i	i	i	i	i	0	i	i	-2	i
COc1cccc(NC(=O)N(CCCN2CCOCC2)C(C)c2cc3cccc(OC)c3o2)c1 (stereo unspecified)	-2	i	i	i	-8.3*	i	-2	i	i	0	i
Cc1noc(C)c1COc1ccc(C(=O)OCc2nnc(-c3ccc(Cl)cc3)o2)cc1	-9	i	i	i	i	i	-2	i	i	-1	i
CC1CCCCN1C(=O)CN1C(=O)c2ccccc2S1(=O)=O (stereo unspecified)	-3	i	i	i	i	i	1	i	i	-3	i
COc1ccc(S(=O)(=O)N2CCOC2CNC(=O)C(=O)NCc2ccccc2OC)cc1 (stereo unspecified)	-6	i	i	i	i	i	5	i	i	1	i
O=C(CN1CCC(C(=O)c2cccc(Cl)c2)CC1)Nc1cccc(C(=O)O)c1	-3	i	i	i	i	i	2	i	i	-19	i
O=C(CSc1n[nH]c(=O)n1-c1cccnc1)N1CCOCC1	-8	i	i	i	i	i	-14	i	i	nt	i
Cc1cccc(CN2CCN(Cc3cnn(-c4ccccc4F)c3)CC2CCO)n1 (stereo unspecified)	-17	i	i	i	i	i	4	i	i	-1	i
CN(Cc1ccccc1)C(=O)C1CCN(S(=O)(=O)c2cc([N+](=O)[O-])ccc2Cl)CC1	-6	i	i	i	i	i	-2	i	i	-2	i
COc1cccc(C(=O)NNC(=O)c2ccccc2Br)c1	-9	i	i	i	i	i	16	i	nt	0	i
Cc1ccc(CC(=O)N2CCN(c3ccccn3)CC2)cc1	-6	i	i	i	i	i	-3	i	i	1	i
CCOC(=O)Cn1nc(C)c(NC(=O)COc2cccc(Cl)c2)c1C	-4	i	i	i	i	i	nt	i	nt	nt	i
O=S(=O)(NCc1ccccn1)c1ccc2ccccc2c1	-2	i	i	i	i	i	-7	i	i	3	i
O=C(c1cccs1)N(Cc1ccc(Cl)cc1)C1CCS(=O)(=O)C1 (stereo unspecified)	-8	i	i	i	i	i	-4	i	i	-1	i
Cc1cc(NC(=O)COc2ccccc2)ccc1Cl	2	i	i	i	i	i	4	i	i	12	i
Cc1ccc(C)c(S(=O)(=O)N2CCN(C(=O)CCc3nc4ccccc4c(=O)[nH]3)CC2)c1	-16	194*	i	i	i	i	3	i	i	4	i
O=C(NCCc1ccccc1)C(=O)NCC1CCNCC1	4.6*	i	i	i	i	i	7	nt	i	nt	i

2 compounds drawn at random from those above:
SMILES	hERG protect	TRPC4 agonist	KCNQ1 inh	TRPC4 inh	KCNK9 inh	TRPC4 potent	Platelet DG rel	KCNK3 block	PolyA inhibitor	DYRK1A inh	KCNQ1 pot
CN1C=CC2=C(C#N)C(N)C(C#N)(C#N)C(c3ccccc3)C2C1 (stereo unspecified)	-21	i	i	i	i	i	4	i	i	6	i
CCOc1ccc(CC(=O)Nc2ccc(-c3ccc4nnc(C)n4n3)cc2)cc1	-10	i	i	i	i	i	-7	i	i	4	i

Some of the compounds tested (hit frequency here may not be typical).
